Assay outcomes (PubChem)
KOR beta-arrestin-1 – kappa opioid receptor blockers – cell-based, luminescence, uHTS (AID 1778); inhibition, % at 10 µM, or IC50 in µM where a hit was titrated; KOR beta-arrestin recruitment, luminescence, antagonist mode; higher % means a stronger effect; 0.091% of 290,000 active; in the data active means inhibition above about 50%; further: strong numbers were not always called active
GPR55 activation – selective activators of receptor GPR55 – imaging, U2OS cells, beta-arrestin-GFP redistribution, primary screen (AID 1961); U2OS GPR55 beta-arrestin-GFP redistribution imaging; higher % means a stronger effect; activation, % at 10 µM, or EC50 in µM where a hit was titrated; 0.048% of 290,000 active;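 active means activation above 40% with more than 50 cells counted in the well; inconclusive means wells holding fewer than 50 cells, flagged as toxic or sparse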;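 further: U2OS osteosarcoma cells stably expressing GPR55 and beta-arrestin-GFP; plate controls were DMSO negative control for no effect and LPI positive control for full effect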
NTR1 agonist – NTR1-driven beta-arrestin-GFP spot formation – imaging, U2OS cells, high content, primary screen (AID 493036); agonist mode; P30989; activation, % at 20 µM; 0.17% of 330,000 active;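 active means activation at or above 40% of the spot to cytoplasm intensity ratio, with at least 20 cells analyzed; inconclusive means wells under 20 cells, flagged as cytotoxic or low count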;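 further: 0% = DMSO without peptide and 100% = 100 nM NTR1 peptide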
Target sequence (P30989 whole entry, looked up): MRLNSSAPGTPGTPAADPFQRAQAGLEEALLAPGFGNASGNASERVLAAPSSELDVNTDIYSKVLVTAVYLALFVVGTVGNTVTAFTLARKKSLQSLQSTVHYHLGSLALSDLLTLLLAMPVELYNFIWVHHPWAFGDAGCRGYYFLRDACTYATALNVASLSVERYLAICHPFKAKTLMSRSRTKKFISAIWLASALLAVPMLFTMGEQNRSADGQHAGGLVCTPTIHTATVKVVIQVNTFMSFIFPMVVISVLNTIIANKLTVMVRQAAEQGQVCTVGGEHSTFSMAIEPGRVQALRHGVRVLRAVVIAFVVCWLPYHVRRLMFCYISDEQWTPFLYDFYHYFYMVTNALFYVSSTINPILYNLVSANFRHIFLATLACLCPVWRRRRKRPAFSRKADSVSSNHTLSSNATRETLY
West Nile antiviral – West Nile virus antiviral activity, cell-based, CPE readout (AID 1621); 0.02% of 290,000 active; West Nile virus-infected cells, CPE inhibition; higher % means a stronger effect; CPE inhibition, % at 10 µM, or IC50 in µM where a hit was titrated; in the data active means a potency from the dose series; inconclusive means CPE inhibition mostly from about 3.7% at the one dose, without a potency; inactive means the rest, 99 in 100 with CPE inhibition below about 2.2%; further: strong numbers were not always called active
KOR beta-arrestin-2 – KOR agonists, beta-arrestin recruitment, primary screen, cell-based, luminescence, uHTS (AID 1777) | 0.02% of 280,000 active | KOR beta-arrestin recruitment, luminescence; higher % means a stronger effect | one-dose activation, % at 10 µM; EC50 in µM for titrated hits; in the data active means activation above about 50%, passing the limit was not always enough; further: a part of the inactive calls stands beside numbers as strong as those of hits
GPR55 LPI antagonism – GPR55 antagonists blocking LPI-driven arrestin recruitment, primary screen, imaging, U2OS, beta-arrestin-GFP, LPI agonist (AID 2013) | U2OS GPR55 beta-arrestin-GFP translocation imaging, LPI antagonism; higher % means a stronger effect | inhibition, % at 10 µM; hits with a dose series show IC50 in µM | 0.13% of 290,000 active;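 active means spots per cell inhibited over 60%, with over 100 cells counted and total cytoplasm intensity under 500,000; inconclusive means wells with under 100 cells, flagged as likely toxic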;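 further: U2OS cells stably carrying GPR55 and arrestin-GFP stimulated by 5 µM LPI near EC80; imaged beta-arrestin-GFP aggregate spots per cell after agonist stimulation; plate controls were LPI-stimulated DMSO wells for no effect and DMSO wells without LPI for full effect; some results filed as inactive read as strong as hits; confirmed hits need IC50 under 10 µM and bright autofluorescent wells are also inconclusive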
T cell HTS – T cell immune modulators affecting CD8 T cell-vesicle binding; 2C CD8+ T cell-vesicle binding, flow cytometry; active compounds read low; 0.068% of 330,000 active; AID 2052; calls only at 7 µM;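 active means response, share of CD8 T cells binding vesicles, and their 90th percentile fluorescence all below set limits, cut at about 80% in these data, passing the limit was not always enough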
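Assay system – 2C mouse CD8+ T cells · Also added – QL9-loaded Drosophila micro-vesicles · Timing – Cell–vesicle co-incubation 1.5 h at 37 °C, staining 20 min on ice · Signal – flow cytometry of vesicle-bound cells · Measure – percent CD8+ FL2 mean versus row control · Controls – Peptide-free naked vesicles (low) and QL9 vesicles with 0.7% DMSO vehicle (high)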
PhoP inhibition – PhoP-dependent GFP reporter repression – Salmonella Typhimurium, primary screen (AID 1863) | S. Typhimurium PhoP-regulated promoter GFP reporter, 4 h; higher % means a stronger effect | inhibition, % at 50 µM; hits with a dose series show IC50 in µM | 0.16% of 300,000 active;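 active means inhibition over 29.93%, a cutoff 3 SD above the screen mean, later confirmed by dose response; inconclusive means inhibition over 29.93% but no dose response follow-up; inactive means inhibition at most 29.93% or unconfirmed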;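 further: 0% = low Mg2+ inducing control and 100% = high Mg2+ repressing control; strong numbers were not always called active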
GPR35 arrestin U2OS – GPR35 antagonists blocking zaprinast-driven arrestin recruitment, primary screen, imaging, U2OS, beta-arrestin-GFP, zaprinast agonist (AID 2058); inhibition, % at 10 µM, or IC50 in µM where a hit was titrated; U2OS GPR35 beta-arrestin-GFP translocation imaging, zaprinast antagonism; higher % means a stronger effect; 0.052% of 290,000 active;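 active means inhibition of at least 50% with at least 30 cells and total cytoplasm GFP at most 10,000,000; inconclusive means under 30 cells or total GFP of 10,000,000 plus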
T cell HTS vesicle-bound % – recorded beside T cell HTS, whose call it bears; double positive events, %; measured here: CD8+ vesicle-bound cell fraction;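 binding gate set so that unloaded-vesicle control wells show 10% double positive cells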
NTR1 agonist cell count 20 µM – recorded beside NTR1 agonist, whose call it bears; cell count; measured here: cell count, cytotoxicity flag
Active calls of the source: *; i = inactive; ? = inconclusive; / = not tested or not shown; [ ] = dose if it differs, or a comment. No enrichment for hits; any-hit rate near 0.62%.

SMILES,KOR beta-arrestin-1,GPR55 activation,NTR1 agonist,NTR1 agonist cell count 20 µM,West Nile antiviral,KOR beta-arrestin-2,GPR55 LPI antagonism,T cell HTS,T cell HTS vesicle-bound %,PhoP inhibition,GPR35 arrestin U2OS
CCP(=O)(c1cccc([N+](=O)[O-])c1)c1cccc([N+](=O)[O-])c1,-9%,0.7%,-0.1,52,-0.2%,2.1%,5%,i,15,-15%,-2%
Cc1ccc(-c2nnc3sc(CCc4ccccc4)nn23)cc1,-52%,-0.1%,1.9,46,-0.5%,0.4%,3%,i,22,-1%,5%
CN(C)/C(=N\OC(=O)c1ccccc1)c1nonc1N,7%,-0.2%,5.4,72,-0.2%,7.5%,6%,i,50,3%,-15%
Cc1cc2nc(-c3ccc(SCc4ccccc4C#N)nc3)[nH]c2cc1C,0%,0.1%,1.9,53,-0.2%,-2.1%,-6%,i,35,-5%,-6%
COc1ccc(S(=O)(=O)c2c(O)c3ccc(C(=O)Nc4ccc(F)cc4)cc3[nH]c2=O)cc1,-8%,0.1%,4.8,44,1.0%,1.6%,-21%,i,6,3%,11%
CCN(C(=O)C1CCN(c2nc(-c3ccc(OC)cc3)no2)CC1)c1ccccc1,12%[20 µM],0.6%,0.1,105,-0.7%,-6.1%,12%,i,18,/,1%
C/C(CC(=O)Nc1ccccc1F)=N\NC(=O)Cc1ccc(Cl)cc1,6%,0.1%,0.7,48,0.5%,-6.1%,13%,i,29,-4%,3%
COC(=O)c1c(NC(=O)CSc2nnc3ccccn23)sc2c1CCC2,24%,1.0%,1.0,64,-1.5%,2.0%,-1%,i,46,-13%,-14%
CC(Oc1ccc(Br)cc1)C(=O)N1CCN(c2ccccn2)CC1 (stereo unspecified),24%,-0.1%,0.1,64,-0.8%,-1.1%,-3%,i,9,1%,14%
CC(=O)Oc1ccc2nc(/C=C/c3ccc(C=O)cc3)oc(=O)c2c1,-20%,-0.1%,3.6,62,-0.6%,5.2%,-1%,i,65,2%,1%
O=C(NC1CC1)C1=C[C@@H](c2coc3ccccc3c2=O)C[C@@H](OCc2ccc(CO)cc2)O1,-13%,-0.2%,7.3,91,0.1%,/,0%,i,35,-3%,-10%
COc1ccc(C(CNC(=O)C2CCN(S(=O)(=O)c3ccc(F)cc3)CC2)N(C)C)cc1 (stereo unspecified),-16%,0.4%,2.0,74,-0.3%,-6.4%,10%,i,66,-7%,-1%
N#C/C(=C\c1ccc(OC(=O)c2ccccn2)cc1)C(N)=O,-10%,0.6%,/,/,-0.5%,-2.3%,6%,i,32,15%,-2%
NCCNC(=O)c1c(O)c2cccc3c2n(c1=O)CCC3,-46%[20 µM],0.5%,-1.2,60,-0.1%,4.2%,-9%,i,54,1%,8%
O=C1c2ccccc2C(=O)N1CCCn1nnc(-c2ccc(N3CCOCC3)cc2)n1,-18%,-0.1%,0.3,48,0.7%,0.3%,0%,i,66,-3%,3%
COc1ccc(NC(=O)N(CCCN(C)C)Cc2cc3cc(OC)ccc3[nH]c2=O)cc1,0%,-0.1%,-0.1,70,0.1%,-3.2%,6%,i,59,-8%,5%
COc1ccc(/C=N/NC(=O)c2nnn(-c3nonc3N)c2CN(C)C2CCCCC2)cc1,-36%,-0.1%,4.2,62,-0.3%,2.8%,9%,i,8,5%,4%
Cc1cc(Cl)c(OCCn2ccnc2)c(Br)c1,-40%,-0.1%,0.6,57,-0.5%,9.9%,-8%,i,60,11%,3%
COc1cccc(NC(=O)C2C3C=CC(O3)C2C(=O)O)c1 (stereo unspecified),-6%,-0.2%,-0.7,51,0.1%,-3.4%,14%,i,16,-1%,2%
NS(=O)(=O)c1cccc(NC(=O)CC2(CC(=O)O)CCCC2)c1,-33%,-0.1%,0.0,65,0.4%,8.9%,3%,i,60,-12%,-9%
Cc1ccc2c(c1)nnn2C1CCN(S(=O)(=O)c2cccc(S(=O)(=O)N(C)C)c2)CC1,0%,-0.1%,-0.6,85,1.3%,/,7%,i,24,-8%,9%
COc1cc(/C=C/C(=O)O)cc(S(=O)(=O)Nc2cccc(SC)c2)c1OC,-5%,0.3%,0.1,70,1.1%,15%,14%,i,33,14%,-6%
CCOC(=O)CSc1nnc(-c2ccco2)n1C,-11%,0.0%,-0.2,68,/,-5.0%,2%,i,18,6%,-23%
Cc1ccc(-c2csc(=S)[nH]2)cc1,-16%,0.1%,1.0,58,0.3%,-6.9%,0%,i,40,-5%,-3%
CC(=O)N1CCc2cc(S(=O)(=O)NCCC(=O)N3CCN(Cc4ccccc4)CC3)ccc21,4%,0.0%,-2.2,84,-0.8%,-1.5%,2%,i,50,-4%,-3%
O=C1CC(N2CCc3ccccc32)C(=O)N1c1ccc(F)cc1 (stereo unspecified),-43%[20 µM],-0.2%,1.0,61,0.6%,/,2%,i,17,-11%,-2%
CCOC(=O)C1CCCN(C(=O)C(=O)Nc2ccc3nc4n(c(=O)c3c2)CCCCC4)C1 (stereo unspecified),-11%[20 µM],-0.1%,-1.2,63,-0.3%,-1.6%,6%,i,25,/,-3%
N#Cc1ccc(OCC(=O)OCC(=O)Nc2cc(C(F)(F)F)ccc2N2CCOCC2)cc1,33%,-0.1%,-0.4,71,-0.1%,-0.7%,1%,i,53,-6%,-9%
COc1cccc(C2=NOC(C(=O)NCc3ccco3)C2)c1 (stereo unspecified),-55%,-0.1%,-0.9,65,/,1.0%,-14%,i,34,-2%,8%
CC(CCc1ccccc1)NC(=O)N1CCOCC1 (stereo unspecified),14%,-0.4%,2.9,35,0.0%,0.5%,16%,i,47,-9%,-6%
CC(NC(=O)c1ccco1)C(=O)NC(C)c1cc(F)c(Cl)cc1Cl (stereo unspecified),-20%,0.3%,1.8,47,0.7%,4.1%,-16%,i,35,1%,12%
CCOC(=O)CC(NC(=O)C1c2ccccc2Oc2ccccc21)c1ccc(C)cc1 (stereo unspecified),23%,0.2%,0.7,50,-0.7%,-3.0%,10%,i,47,14%,0%
C=CCN1C(=O)C(O)(CC(=O)c2ccc(OC)cc2OC)c2cc(Br)ccc21 (stereo unspecified),11%,0.2%,-0.3,41,0.9%,-4.6%,15%,i,47,9%,-4%
CN(C)S(=O)(=O)c1ccc(NC(=O)CSc2n[nH]c(=O)n2C2CC2)cc1,-15%,0.3%,-0.5,49,1.1%,-4.8%,2%,i,11,2%,-14%
NC(=O)C1CCN(C(=O)CN(c2cccc(Cl)c2)S(=O)(=O)c2ccccc2)CC1,8%,-0.2%,-0.8,16,-0.5%,2.3%,7%,i,34,-7%,3%
Cc1cccc(NC(=O)c2cc(S(=O)(=O)NCc3ccco3)ccc2F)c1C,-16%,0.2%,5.0,56,?,5.5%,2%,i,5,-12%,23%
CC1=NN(C(N)=S)C(=O)C1N=Nc1ccccc1C(=O)O (stereo unspecified),-1%[20 µM],0.7%,-1.7,62,-0.2%,-8.8%,21%,i,60,0%,6%
COc1ccc(CN2CCN(CCCCOc3ccc(Cl)cc3)CC2)c(OC)c1OC,-12%,-0.1%,-0.7,84,-1.3%,5.6%,5%,i,49,12%,16%
COc1ccc(/C=N/NC(=O)c2ccc(=O)n(C)c2)cc1OC,9%,0.3%,0.7,80,1.5%,-2.2%,3%,i,55,3%,-4%
CCOC(=O)c1c(C2COc3ccccc3O2)csc1NC(=O)c1ccccc1 (stereo unspecified),17%,-0.2%,3.7,76,0.3%,-5.1%,8%,i,40,-1%,4%
COc1ccccc1N(C(=O)c1snc(C(N)=O)c1N)C(C(=O)NC1CCCC1)c1ccc2ncccc2c1 (stereo unspecified),-6%,0.3%,2.4,59,-1.1%,-3.1%,-8%,i,44,7%,9%
COc1ccc(-n2cnnc2SCC(=O)Nc2ccccc2F)cc1,2%,-0.3%,-0.5,99,-0.1%,-4.3%,3%,i,40,-7%,-11%
CC1(C)CC(NCc2ccncc2)CC(C)(C)N1,-32%[20 µM],0.2%,0.1,49,1.2%,-5.3%,9%,i,51,-4%,1%
CCCCn1c(SCC(=O)c2ccc(OC)cc2OC)nc2cc(S(N)(=O)=O)ccc21,-17%,0.0%,3.5,53,0.1%,1.4%,19%,i,36,10%,-4%
CC(=O)NC(CC(=O)Nc1cccc(S(=O)(=O)N2CCCC2)c1)c1ccccc1 (stereo unspecified),17%,-0.1%,-0.6,65,-0.7%,7.5%,5%,i,13,1%,2%
O=C1c2ccccc2C(=O)N1CCn1nc(Cl)nc1Cl,-32%,1.1%,1.5,65,0.8%,/,0%,i,59,4%,12%
COc1cc(/C=N/NS(=O)(=O)c2ccc(C)cc2)ccc1OCc1cccc(C(=O)O)c1,3%[20 µM],-0.1%,-0.4,47,0.9%,-4.0%,-5%,i,32,-1%,-11%
